Jurkat NFkB inh: lowers PMA/ionomycin-induced NF-kB signal in Jurkat cells | 0.53% of 330,000 active | inhibition, % at 4 µM | PMA/ionomycin-induced NF-kB luciferase reporter, luminescence | AID 435003
Apaf1 inhib: blocks human Apaf-1 apoptosome activity; O14727; reconstituted apoptosome caspase-3 activity, DEVD-Rh110 fluorescence; inhibition, % at 20 µM; 0.71% of 330,000 active; AID 489030; active = inhibition of at least 40% at 20 µM;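 also: plate controls were DMSO wells for no effect and DEVD-CHO caspase inhibitor wells for full effect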
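System – cell-free apoptosome with Apaf-1, procaspase-3 and caspase-9 · Buffer or medium – pH 7.5 Hepes buffer with CHAPS, BSA, DTT · Also added – cytochrome c with DEVD-Rh110 · Times – 30 min compound preincubation, 50 min activation, room temperature · Technique – Rh110 fluorescence intensity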
697 NFkB inh: lowers PMA/ionomycin-induced NF-kB signal in 697 B cells; 697 B-cell NF-kB luciferase reporter, 16 h; inhibition, % at 4 µM; 0.33% of 330,000 active; in the data active = inhibition above about 35%
EBI2 block: antagonists of human EBI2 receptor; EBI2 beta-arrestin recruitment, luminescence, 7a,25-OHC stimulated; 0.81% of 360,000 active; inhibition, % at 5 µM; P32249; AID 651636; in the data active = inhibition above about 38%;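 also: enzyme fragment complementation signal reports receptor beta-arrestin coupling in cells; 0% = agonist plus DMSO wells and 100% = wells without agonist; some results beyond the cut were filed as inactive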
SENP8 block: blocks the human protease SENP8. 1.2% of 330,000 active. purified SENP8, Z-RLRGG-aminoluciferin cleavage, luminescence. inhibition, % at 10 µM. AID 2540
Gli-Sufu block: Gli-Sufu pathway antagonism. Sufu-KO-LIGHT fibroblasts, Gli luciferase reporter luminescence. inhibition, % at 5 µM. 0.74% of 340,000 active. AID 588413;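 active = inhibition above about 55%, limit read from the data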;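 also: 0% = DMSO-treated cells and 100% = wells with medium but no cells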
CCR6 antag: blocks CCL20-driven beta-arrestin recruitment at human CCR6; 0.49% of 340,000 active; inhibition, % at 20 µM; CHO-K1 CCR6 PathHunter beta-arrestin, luminescence, CCL20-stimulated;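 active = compounds whose inhibition of the agonist-driven luminescence signal at 20 µM reaches about 50%, limit read from the data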;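 also: cells stimulated with CCL20 at 14 nM final; plate controls were DMSO with CCL20 for no effect and DMSO without agonist for full effect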
UBC13 inh: human UBC13 polyubiquitination inhibition; P61088; UBC13 polyubiquitin chain formation, TR-FRET; inhibition, % at 20 µM; 0.47% of 330,000 active; AID 485273; in the data active = inhibition above about 45%, passing the limit was not always enough
An asterisk follows results filed as active; . = no result given. Rule as the data show it, unless noted: active = inhibition above about 50%; inactive = the rest.

Second line of a record: CCR6 antag	SENP8 block	Jurkat NFkB inh	Gli-Sufu block	697 NFkB inh	UBC13 inh	Apaf1 inhib	EBI2 block
- Cc1c(/C=N/NC(=O)c2ccc3c(c2)OCO3)cnn1C
→ 3	1	-4	-6	4	2	2	-8
- O=C(CSc1ccccc1)Nc1cccc(S(=O)(=O)N2CCCCC2)c1
→ 7	3	21	0	-6	10	5	-6
- O=C(CCN1C(=O)c2ccccc2C1=O)N1CCN(C(=O)c2ccccc2)CC1
→ -28	4	-5	0	-9	-4	-7	3
- O=C1NC2(CCCCC2)C(=O)N1CC(=O)N1CCc2ccccc21
→ 8	-3	5	2	12	3	-11	-3
- CCc1ccccc1N1CC23C=CC(O2)C(C(=O)OC)C3C1=O (stereo not drawn)
→ 5	-6	-12	8	-2	-4	-2	-7
- COc1ccc(-c2nc3ccccc3c(=O)n2CCc2ccc(O)cc2)cc1
→ 10	-2	0	-6	9	3	5	10
- Cc1ccc(CN(Cc2cccnc2)C(=S)Nc2cccc(Cl)c2C)cc1
→ -2	-2	-9	16	0	6	4	12
- O=C(Cn1cnc2c(nnn2Cc2ccccc2F)c1=O)N1CCN(c2ccccc2)CC1
→ -5	-4	7	7	-2	-2	-7	-9
- COc1cc(CNC(C)(C)CO)ccc1OCC(=O)NC(C)(C)C
→ 15	-3	-2	1	12	-3	-8	-25
- COc1ccc(-n2ncc(C(C)NS(=O)(=O)c3cc(F)ccc3C)c2C)cc1 (stereo not drawn)
→ -1	0	8	3	-4	2	2	13
- O=C(CNS(=O)(=O)c1ccc(Br)cc1Cl)OCC(=O)c1ccc[nH]1
→ -3	-3	-2	-4	9	2	7	-4
- O=C(O)CSCC(=O)NC1CCCc2ccccc21 (stereo not drawn)
→ 6	-10	-4	2	1	0	5	-7
- Cc1ccnc(NC(=O)c2ccc(Cl)c(S(=O)(=O)N3CCCCC3)c2)c1
→ 0	6	-27	-12	-41	15	5	18
- CC(C)C(OC(=O)c1nsc(Cl)c1Cl)C(=O)NCc1ccc2c(c1)OCO2 (stereo not drawn)
→ 11	4	14	-14	9	-2	7	-13
- COC(=O)CSc1nc2ccccc2c(=O)n1Cc1ccccc1
→ 8	4	15	4	-1	28	6	-7

Second line of a record: CCR6 antag	SENP8 block	Jurkat NFkB inh	Gli-Sufu block	697 NFkB inh	UBC13 inh	Apaf1 inhib	EBI2 block
- Cc1sc(NC(=O)c2ccco2)c(CN2CCN(c3ccccn3)CC2)c1C
→ 18	-5	18	3	-15	4	18	20
- Cc1cc(C)nc(N/N=C/c2ccc(N3CCOCC3)cc2)n1
→ 6	1	7	32	11	8	-68	-12
- O=[N+]([O-])c1cc(Br)c2nsnc2c1N1CCOCC1
→ 6	-6	4	6	-1	-212	12	17
- O=C(CCN1CCN(C/C=C/c2ccccc2)CC1)Nc1ccccc1Cl
→ 14	0	6	15	-22	-4	6	6
- N#Cc1cc([N+](=O)[O-])ccc1NC(=O)COC(=O)c1cnccn1
→ 4	-3	-1	2	13	-28	1	-7
- COCCn1c(SCC(=O)Nc2cccc(NC(C)=O)c2)nc2c([nH]c3ccccc32)c1=O
→ 11	4	6	10	4	-2	-7	10
- O=C(Cc1ccc(Cl)cc1)Nc1ccccc1CO
→ -9	-1	-6	1	18	-2	4	0
- CC(C)(CN1CCN(c2ccccc2)CC1)NS(=O)(=O)c1ccccc1
→ 15	-2	-13	-5	-6	0	7	8
- COCCN(CCOC)C(=O)COC(=O)c1ccc(Cl)c(S(=O)(=O)N(C)c2ccccc2)c1
→ 10	0	-4	-5	9	-1	4	2
- CC(C)(C)c1ccc(C(=O)Nc2cnccn2)cc1
→ 17	29	-123	-40	19	16	-10	-15
- CN(Cc1ccccc1)Cc1c[nH]c2ccccc12
→ -9	-2	-7	13	0	-5	0	2
- CCC(=O)Oc1ccc2oc(=O)cc(C)c2c1
→ 6	-2	-4	-2	1	-13	-13	-12
- c1ccc(-n2nnc3ccccc32)cc1
→ 6	-3	1	26	-15	-12	2	3
- Cc1ccc(C(=O)c2ccccc2C(=O)OCC(=O)N2CCCC2)cc1
→ 8	-9	-22	-13	-35	-8	27	-2
- Nc1ncc(Br)cc1S(=O)(=O)NC1CCCCC1
→ 8	1	-3	3	-2	21	1	-1

Second line of a record: CCR6 antag	SENP8 block	Jurkat NFkB inh	Gli-Sufu block	697 NFkB inh	UBC13 inh	Apaf1 inhib	EBI2 block
- Cc1ccc(S(=O)(=O)NCC(=O)OCC(=O)NC(=O)NC2CCCC2)cc1
→ 2	-2	6	-1	13	7	0	1
- CCOc1ccc(C(=O)Nc2ccc3c(c2)OCCO3)cc1
→ 7	71*	-106	-124	-106	9	-6	35
- CC(C)CC(=O)N1CCN(Cc2ccccc2[N+](=O)[O-])CC1
→ -4	-3	10	4	4	-4	5	-2
- CCOC(=O)c1cccc(NC(=S)NC(=O)c2cccnc2)c1
→ 41	-4	2	29	1	-1	-19	-5
- O=C(NC1CCN(C(=S)NCc2ccco2)CC1)c1ccc(F)cc1
→ -1	-5	11	1	2	1	-27	-8
- O=C(CN1C(=O)NC2(CCc3ccccc32)C1=O)Nc1cccc(F)c1 (stereo not drawn)
→ -3	17	5	-13	16	6	3	5
- CC(=O)NC(CCS(C)(=O)=O)C(=O)Nc1ccc(C)c(F)c1 (stereo not drawn)
→ 11	3	-1	-5	7	2	-3	9
- CCCS(=O)(=O)N1CCN(CCCc2ccccc2)CC1
→ 10	-6	-7	2	4	4	-14	-4
- COc1ccccc1/C=C/C=N/NC(=O)c1ccncc1
→ 5	-11	1	-3	-9	-21	-2	-4
- O=C(Nc1ccc(Cl)cn1)c1ccc(-c2cc(Cl)ccc2Cl)o1
→ 13	-4	-3	-2	-10	8	10	-18
- Cc1ccc(/C=C2\C(=O)NC(=O)N2C)o1
→ 10	4	-14	2	10	-6	9	-10
- Cc1cc(NCCCN2CCOCC2)n2nc(C)c(-c3ccccc3)c2n1
→ -2	-1	-12	2	-11	15	4	11
- COc1ccc(OC)c(NC(=O)c2sc3ncnc(N4CCN(c5ccccn5)CC4)c3c2C)c1
→ 0	1	-13	10	11	11	27	9
- Cn1c(CNc2nc(-c3ccccc3)cs2)nnc1SCC(=O)N1CCc2ccccc21
→ -1	-2	-2	6	-3	15	18	-6
- COc1ccc(NC(=O)c2cc(F)cc(F)c2)cc1Cl
→ 0	-9	-71	-46	-69	-7	-3	-5

Second line of a record: CCR6 antag	SENP8 block	Jurkat NFkB inh	Gli-Sufu block	697 NFkB inh	UBC13 inh	Apaf1 inhib	EBI2 block
- CC(C)N(c1ccccc1)c1ccc(NC(=O)CCl)cc1
→ 24	-7	24	-12	35*	13	9	3
- Cc1cc(C(=O)CSc2ccccc2)cc(C)c1O
→ 7	24	-48	-14	-66	5	3	24
- COc1cccc(CNC(=O)COC(=O)c2nn(C)c(=O)c3ccccc23)c1
→ 1	16	-4	-2	-34	-9	-5	4
- Nc1ccc(N=Nc2ccccc2Cl)c(N)n1
→ 15	73*	-57	-22	-104	-166	14	13
- Cc1ccc(C(C)NC(=O)c2ccc3c(c2)OCCO3)cc1C (stereo not drawn)
→ 3	-1	1	21	1	-6	13	3
- CCc1cccc(OCC(=O)Nc2ccc(C)c(S(=O)(=O)N3CCCCCC3)c2)c1
→ 13	-17	4	23	-28	-12	22	3
- CCOC(=O)C1CCCN(C/C(O)=C(\C#N)c2nc(-c3ccc(Cl)cc3)cs2)C1 (stereo not drawn)
→ 1	-10	-13	7	-16	-12	-19	1
- Cc1ccc(C)c(S(=O)(=O)Nc2ccc(C(=O)N3CCCCC3)cc2)c1
→ 0	-6	-1	1	-11	-3	-9	6
- Cc1ccc(CNS(=O)(=O)c2ccc(-n3cnnn3)c(C)c2)cc1
→ 5	2	5	-1	2	3	-2	6
- O=C1/C(=C/c2ccco2)SC(=S)N1CCC(=O)N1CCCCC1CCO (stereo not drawn)
→ 5	3	14	.	1	-24	17	-10
- Cc1csc(NC(=O)CCc2c(C)nc3cc(-c4ccc(Cl)cc4)nn3c2C)n1
→ -20	4	41	4	42*	28	31	25
- Cc1cc(NC(=O)c2cc(-c3ccc(Br)cc3)on2)no1
→ 10	-2	-7	14	-2	-8	-9	-7
- COc1cccc(/C=C2\SC(=N)N(c3ccc(F)cc3)C2=O)c1
→ -6	4	3	6	4	-11	-4	0
- CCc1nnc(NC(=O)COc2ccc3c(c2)OCO3)s1
→ 2	0	11	-15	13	3	0	-17
- Nc1nc2n(n1)C(=O)CC(c1ccc(Cl)cc1)N2 (stereo not drawn)
→ -5	-11	-10	-5	18	-8	-2	5

Reprinted at random: 4 entries already listed.
Second line of a record: CCR6 antag	SENP8 block	Jurkat NFkB inh	Gli-Sufu block	697 NFkB inh	UBC13 inh	Apaf1 inhib	EBI2 block
- Cc1csc(NC(=O)CCc2c(C)nc3cc(-c4ccc(Cl)cc4)nn3c2C)n1
→ -20	4	41	4	42*	28	31	25
- CCOC(=O)C1CCCN(C/C(O)=C(\C#N)c2nc(-c3ccc(Cl)cc3)cs2)C1 (stereo not drawn)
→ 1	-10	-13	7	-16	-12	-19	1
- COc1cccc(/C=C2\SC(=N)N(c3ccc(F)cc3)C2=O)c1
→ -6	4	3	6	4	-11	-4	0
- O=C(CCN1CCN(C/C=C/c2ccccc2)CC1)Nc1ccccc1Cl
→ 14	0	6	15	-22	-4	6	6

In another format: results already given.
COc1cccc(/C=C2\SC(=N)N(c3ccc(F)cc3)C2=O)c1
  CCR6 antag: -6
  SENP8 block: 4
  Jurkat NFkB inh: 3
  Gli-Sufu block: 6
  697 NFkB inh: 4
  UBC13 inh: -11
  Apaf1 inhib: -4
  EBI2 block: 0

COc1cccc(CNC(=O)COC(=O)c2nn(C)c(=O)c3ccccc23)c1
  CCR6 antag: 1
  SENP8 block: 16
  Jurkat NFkB inh: -4
  Gli-Sufu block: -2
  697 NFkB inh: -34
  UBC13 inh: -9
  Apaf1 inhib: -5
  EBI2 block: 4

CCc1nnc(NC(=O)COc2ccc3c(c2)OCO3)s1
  CCR6 antag: 2
  SENP8 block: 0
  Jurkat NFkB inh: 11
  Gli-Sufu block: -15
  697 NFkB inh: 13
  UBC13 inh: 3
  Apaf1 inhib: 0
  EBI2 block: -17

O=C1/C(=C/c2ccco2)SC(=S)N1CCC(=O)N1CCCCC1CCO (stereo not drawn)
  CCR6 antag: 5
  SENP8 block: 3
  Jurkat NFkB inh: 14
  Gli-Sufu block: .
  697 NFkB inh: 1
  UBC13 inh: -24
  Apaf1 inhib: 17
  EBI2 block: -10

Only part of the results is shown, so the mix of outcomes need not match the whole.
